# MazF activator = activators of E. coli MazEF toxin-antitoxin RNase, primary screen, biochemical, fluorescence, uHTS. Endoribonuclease toxin MazF (Escherichia coli (strain K12)), P0AE70. FAM/BHQ RNA-DNA oligo cleavage fluorescence, 5 h. AID 504720, 2011. 0.32% of 350,000 active. activation, % at 20 µM; in the data active means activation above about 50%
# Target sequence (P0AE70 whole entry, looked up): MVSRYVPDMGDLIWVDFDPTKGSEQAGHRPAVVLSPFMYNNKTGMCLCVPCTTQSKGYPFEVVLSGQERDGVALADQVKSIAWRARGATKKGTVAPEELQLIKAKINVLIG
# PriA SSB inh = inhibitors of Klebsiella pneumoniae PriA binding to SSB C-terminal tail, primary screen, biochemical, AlphaScreen. 0.6% of 430,000 active. AlphaScreen SSBct-PriA binding, biotinylated peptide. inhibition, % at 33 µM. PriA–SSB C-terminal tail interaction (Klebsiella pneumoniae); in the data active means inhibition mostly above about 37%, no sharp cut-off; inactive means mostly below about 20%;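 further: plate controls were negative control peptide for no effect and reference peptide for full effect; strong numbers were not always called active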
# DUSP3 inh = VHR1 phosphatase inhibitors, primary screen, biochemical, absorbance, uHTS; recombinant VHR phosphatase, pNPP absorbance; inhibition, % at 13.3 µM; 0.52% of 290,000 active; AID 1654, 2009; in the data active means inhibition above about 50%; further: some compounds called inactive have numbers as strong as hits
# Target sequence (P51452 whole entry, looked up): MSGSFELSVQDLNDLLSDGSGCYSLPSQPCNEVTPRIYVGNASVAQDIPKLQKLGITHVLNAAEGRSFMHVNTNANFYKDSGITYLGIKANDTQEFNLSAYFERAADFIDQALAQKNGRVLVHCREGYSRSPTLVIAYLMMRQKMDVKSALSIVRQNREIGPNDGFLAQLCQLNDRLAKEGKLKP
# PrPC surface inh = inhibitors of human cell surface prion protein PrPC, primary screen, cell-based, TR-FRET; Major prion protein (Homo sapiens), P04156; TR-FRET read-out; inhibition, % at 13.8 µM; 0.43% of 370,000 active; AID 720596, 2013; in the data active means inhibition above about 24%; further: 0% = median of the test wells and 100% = reference compound wells
# SARS 3CLpro inh = SARS-CoV 3CLpro protease inhibitors, primary screen, biochemical, quenched FRET | recombinant SARS-CoV 3CLpro, quenched FRET peptide cleavage | inhibition, % at 6 µM | 0.14% of 290,000 active | AID 1706, 2009; in the data active means inhibition above about 12%
# BH1578 lux ind = inducers of Vibrio cholerae quorum light production without autoinducers, primary screen, BH1578 luxS cqsA deficient, single point. V. cholerae BH1578 lux reporter, luminescence, 6 h. activation, % at 18.7 µM. 0.16% of 350,000 active; in the data active means activation mostly above about 9.7%, no sharp cut-off; further: not every result past the cut was called active; inactives centre near 0; reference of the scale not given here
# Rv3671c inh = Rv3671c serine protease inhibitors, primary screen, biochemical, fluorescence polarization, M. tuberculosis H37Rv; P9WHR9; inhibition, % at 5.96 µM; 0.048% of 320,000 active; in the data active means inhibition above about 38%;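 further: extracellular domain of Rv3671c used as enzyme; 0% = enzyme with DMSO and 100% = no enzyme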
# Target sequence (P9WHR9 whole entry, looked up, the tested form may be a part): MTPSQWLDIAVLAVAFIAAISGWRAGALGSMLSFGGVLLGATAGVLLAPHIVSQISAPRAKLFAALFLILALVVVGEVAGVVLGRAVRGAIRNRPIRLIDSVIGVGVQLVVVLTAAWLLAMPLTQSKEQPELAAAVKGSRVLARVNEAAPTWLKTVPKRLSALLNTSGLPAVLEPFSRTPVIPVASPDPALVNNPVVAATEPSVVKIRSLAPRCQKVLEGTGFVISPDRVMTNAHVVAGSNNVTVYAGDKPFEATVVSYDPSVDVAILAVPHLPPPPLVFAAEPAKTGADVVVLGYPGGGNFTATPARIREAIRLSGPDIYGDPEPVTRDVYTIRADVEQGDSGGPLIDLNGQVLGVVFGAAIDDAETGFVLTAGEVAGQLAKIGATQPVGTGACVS
# Y pestis TopoI = Yersinia pestis topoisomerase I inhibitors, primary screen, biochemical, cleavage product accumulation, plate reader, single point. Y. pestis Topo-I cleavage product accumulation. DNA topoisomerase I (Yersinia pestis CO92). activity, % at 10 µM. 0.064% of 360,000 active. AID 504884, 2011; in the data active means activity above about 50%, passing the limit was not always enough; further: inactives centre near 2
# CCHFV vOTU inh = CCHFV vOTU protease inhibitors, primary screen, biochemical, Pep-AMC substrate, fluorescence. inhibition, % at 11.5 µM. 0.55% of 370,000 active; in the data active means inhibition above about 30%; further: 0% = vehicle wells with enzyme and 100% = no enzyme wells
# TcdB GH inh = TcdB glycohydrolase inhibitors, primary screen, biochemical, single point, plate reader; Toxin B (Clostridioides difficile), P18177; TcdB glycohydrolase enzymatic assay; inhibition, % at 9.99 µM; 0.24% of 350,000 active; AID 652162, 2013; in the data active means inhibition above about 10%
# * marks the source's active call; other numbers are inactive results; i = inactive; . = no result given; & = joins results of further samples. An excerpt; count on the stated rates, not on these rows.
molecule	MazF activator	PriA SSB inh	DUSP3 inh	PrPC surface inh	SARS 3CLpro inh	BH1578 lux ind	Rv3671c inh	Y pestis TopoI	CCHFV vOTU inh	TcdB GH inh
CC(=O)N1CCc2cc(Br)cc(S(=O)(=O)NCC3CCCO3)c21 (configuration not stated)	3	-7	6	2	-2	i	-3	5	5	.
COc1ccc(OC)c2[nH]c(=O)c(CCNC(=O)Cc3cccs3)cc12	8	-2	0	-4	-1	-0.3	11	4	-2	2.5
CCOc1ccc(C(=O)Nc2nc(C)cc(C)n2)cc1[N+](=O)[O-]	8	-3	10	-11	0	i	0	5	7	.
O=C(O)C1C(c2ccccc2)=C1c1ccc(Br)cc1 (configuration not stated)	0	.	.	4	.	2.9	.	5	9	0.5
CSCC[C@H](NC(=O)Cc1c(C)c2c(cc(C)c3c(C)c(C)oc32)oc1=O)C(=O)O	2	0	6	-6	3	-0.5	.	6	-9	1.0
C[C@H](CO)N1C[C@H](C)[C@@H](CN(C)C)Oc2c(NC(=O)C3CC3)cccc2C1=O	-2	-7	.	5	.	i	6	10	-5	-0.7&3.9
CCOC(=O)C1CCN(C(=O)C(C)N(c2ccc(Oc3ccccc3)cc2)S(C)(=O)=O)CC1 (configuration not stated)	-5	-7	11	10	2	-0.1	.	16	-3	3.4
COc1ccc(C(CCN)Cc2ccccc2)cc1 (configuration not stated)	4	-11	29	14	4	1.4	10	0	-4	0.2
O=[N+]([O-])c1ccc(OCCn2cnc3ccccc32)cc1	3	-5	26	-16	0	-0.3	2	-7	1	2.1
N#Cc1cccc(-c2cn(S(=O)(=O)c3ccc(Cl)cc3)nc2N)c1	-6	2	0	16	-4	-0.9	-7	17	0	.
ON=C1c2cc(OCCN3CCCCC3)ccc2-c2ccc(OCCN3CCCCC3)cc21	12	-1	29	.	-1	i	-4	6	.	.
CN1C(C(=O)NCc2cccc(Br)c2)CC2Cn3c(nc4cc5ccccc5cc43)C21 (configuration not stated)	8	-4	0	-11	.	-0.3	6	37	13	1.0
COc1ccc(-c2cn(CCN)c(-c3ccncc3)n2)cc1	1	7	.	-1	.	i	-6	-12	-8	0.7
O=C(CCS(=O)(=O)c1ccc(Cl)cc1)Nc1ccc(N2CCOCC2)cc1	5	5	-7	8	1	i	15	-5	-13	-0.7
C=C(C)c1cccc(C(C)(C)NC(=O)N2CC(C)OC(C)C2)c1 (configuration not stated)	7	-17	0	5	6	-3.6	6	-5	8	.
O=C(NC1CCN(Cc2ccccc2)CC1)C(NS(=O)(=O)c1cccc2nsnc12)c1ccccc1 (configuration not stated)	0	2	-15	-18	0	-0.2	3	-10	-15	1.3
CCc1ccccc1NC(=O)CSc1n[nH]c(-c2cccnc2)n1	3	-1	6	8	0	-0.2	1	4	-2	-1.7
COc1cccc(/C=C/C(=O)OCC(=O)N2c3ccccc3CC2C)c1OC (configuration not stated)	4	-19	.	2	.	i	.	-12	3	2.1
CC1(C(=O)NS(=O)(=O)c2ccccc2)CCN1C(=O)Cc1ccccc1 (configuration not stated)	.	.	.	-6	.	0.1	.	3	7	0.4
Cc1ccc(Cn2nc(C)c(C(=O)NCC(c3ccc(F)cc3)N3CCOCC3)c2Cl)cc1 (configuration not stated)	3	-1	.	-5	.	i	4	28	23	2.0
COc1ccc(C(=O)c2c(-c3ccc(OC)cc3)oc3ccc(-c4ccc(OC)nc4)cc23)cc1	-1	-4	.	-2	.	-5.9	-1	-7	-2	1.2
O=C1CCCC(=O)C1=Cc1c[nH]c2ccccc12	-10	-4	39	-1	7	i	3	-6	6	.
COc1ccc(CNc2nc3ccccc3n2C(C)C)c(O)c1	8	2	11	6	-6	i	0	-5	4	0.3
CC1(C)CN=C(N(Cc2ccccc2)C(=O)Nc2ccccc2)S1	3	-2	-17	0	-5	3.8	5	23	-2	.
C[C@H]1CN([C@@H](C)CO)C(=O)c2cccc(NC(=O)c3nc4ccccc4s3)c2O[C@H]1CN(C)C(=O)Nc1ccc(F)cc1	-2	7	.	-5	.	1.3	-16	12	-7	1.1&0.0
O=C(Nc1ccc(F)c(Cl)c1)C1CC(=O)N(Cc2ccco2)C1 (configuration not stated)	3	-16	.	1	.	i	-2	-1	4	0.6
CCOc1ccccc1NC1=NC2CS(=O)(=O)CC2S1 (configuration not stated)	9	4	-4	-1	-4	i	-5	7	11	1.1
O=c1cc(CO)occ1OCc1cccc(C(F)(F)F)c1	-2	-20	12	0	-1	-0.7	8	2	1	.
CCOc1ccc(C(C)=O)cc1Cn1ccsc1=N	8	14	17	-6	2	1.1	.	2	2	0.2
COc1ccc(CNC(=O)CN(C)Cc2ccc(C(C)(C)C)cc2)cc1	-3	0	-13	-4	0	0.8	6	34	-2	0.1
COc1ccc(-c2c(-c3ccsc3)oc3ccc(N4CCOCC4)cc23)cn1	2	-2	.	5	.	-11	7	28	-11	.
CCCCCC(=O)N1C[C@H](O)[C@@H](n2cc(COC(=O)c3ccccc3)nn2)C[C@@H]1c1ccc(OC)cc1	0	.	.	-5	.	-0.4	.	28	13	1.8
CC(=O)Nc1ccc(S(=O)(=O)N(C)CC(=O)OC(C)C(=O)NC2(C#N)CCCCC2)cc1 (configuration not stated)	2	.	.	2	.	-3.0	.	4	17	-0.1
C=CCOc1c(CNc2ccc(C(=O)O)cc2)cccc1OC	0	-3	-5	-2	-5	1.8	16	-3	1	-0.9
CCc1ccc(N(C(=O)c2csnn2)C(C(=O)NC(C)(C)C)c2ccccn2)cc1 (configuration not stated)	3	-2	23	-5	1	-0.3	0	-2	-3	-0.5
NS(=O)(=O)c1ccc(CCNc2ccn3nc(-c4cccc(C(F)(F)F)c4)cc3n2)cc1	.	.	.	-9	.	i	.	-8	18	2.8
OC1(c2cccc(C(F)(F)F)c2)CCN(c2ccc(-c3ccccc3)nn2)CC1	19	-4	13	-4	-2	-1.7	-2	3	5	.
COCCSc1nnc(NS(=O)(=O)c2ccc(C)cc2)s1	-4	-11	-5	0	3	-0.1	10	9	2	-4.4
Cc1cccc(Nc2ccccc2C(=O)OCC(=O)N2CCOCC2)c1C	-3	-6	27	-3	3	-0.3	1	29	3	.
CCOC(=O)c1sc(=NC(=O)c2ccc(OC)c(OC)c2)n(C)c1C	-6	-3	23	0	1	i	2	7	2	-0.5
COC(=O)c1ccc2c(c1)nc(C)n2CCO	3	-5	-2	3	-5	-2.9	7	7	4	.
CCNC(=O)c1c(NC(=O)c2cc(-c3cc(C)ccc3O)n[nH]2)sc2c1CCCC2	-8	-11	17	1	0	-0.5	-11	0	-9	.
CCC/C=C(\CCC)C(NS(=O)(=O)c1cccc2cccnc12)c1ccc(C(=O)OC)cc1 (configuration not stated)	1	3	5	2	4	.	-1	.	14	1.1
Cc1ccc(C(C)NC(=O)COC(=O)C2=COCCO2)cc1C (configuration not stated)	-9	-5	.	2	.	i	2	-2	6	0.0
CSc1ncc(C(=O)Nc2cccnc2)c(C(F)(F)F)n1	-9	-4	5	5	-4	-0.4	.	-4	3	-0.6
COc1cccc(CN(CCC(C)C)S(=O)(=O)c2cc(Br)ccc2Br)c1	-11	-24	.	3	.	-1.1	.	17	12	-1.9
Cc1cc(SCC(=O)N/N=C/c2ccc(C(=O)O)cc2)nc2ccccc12	9	.	22	-1	1	-7.7	-5	2	-13	0.8
Cc1cccnc1NC(=O)C1CCC1	7	-20	15	.	1	-0.6	12	7	.	.
CC(C)(C)c1ccc(OCC(=O)NCC(c2cccs2)N2CCOCC2)cc1 (configuration not stated)	2	-17	.	1	.	-0.9	2	12	18	1.7
CN(C)S(=O)(=O)c1ccc(N2CCCC2)c(C(=O)NCC2CCCO2)c1 (configuration not stated)	-3	-14	.	-7	.	i	-1	1	4	0.8
NS(=O)(=O)c1cc(C(=O)Nc2ccc3c(c2)CCC3)ccc1Cl	11	-3	35	0	-6	-3.1	-4	8	19	1.7
Cc1nn(-c2ccccc2)c2c1C(c1ccncc1)C(C#N)=C(N)O2 (configuration not stated)	9	2	23	-14	-1	-2.2	-3	-8	8	.
Cc1ccc(NC(=O)c2nc[nH]c2C(=O)N(C)CCO)cc1	5	.	.	-2	.	-0.5	.	-7	-5	0.5
CC12CCC(=O)N1C(C(=O)N1CCN(c3ccccc3)CC1)CS2 (configuration not stated)	6	8	.	3	.	1.2	-5	-7	16	2.4
COc1ccc(NC(=S)NCc2ccc(F)cc2)cc1	6	-2	.	7	1	1.1	-2	7	20	-1.6
Cc1ccc(-n2c(SCC(=O)Nc3nccs3)nc3c(c2=O)SCC3)cc1	41	-7	3	-1	2	i	5	7	-4	.
CCOC(=O)c1c(O)c2c([nH]c1=O)CCCC2	1	-13	21	5	5	4.2	-1	-1	-2	.
O=C(CN1CCSC1=O)Nc1ccc(N2CCOCC2)cc1	5	2	.	2	.	i	.	-1	5	4.6
COc1cc(C(=O)O)ccc1OCc1c(C)noc1C	-1	3	-2	-1	-1	i	-2	11	3	.
O=C(N/N=C/c1ccccc1O)c1cccc2ccccc12	2	.	20	2	8	0.4	.	4	1	0.2

# New compounds follow:
molecule	MazF activator	PriA SSB inh	DUSP3 inh	PrPC surface inh	SARS 3CLpro inh	BH1578 lux ind	Rv3671c inh	Y pestis TopoI	CCHFV vOTU inh	TcdB GH inh
OCCNc1nc2ccccc2n1-c1ncnc2sc3c(c12)CCC3	11	9	15	2	-3	-0.9	.	6	6	.
O=Cc1cn[nH]c1-c1ccccc1	3	-4	24	-1	2	-1.1	-3	0	1	2.0
CCN(CC)c1ccc(C2C(C(=O)Nc3ccccn3)=C(C)NC3=C2C(=O)CC(C)(C)C3)cc1 (configuration not stated)	-13	7	8	-3	-5	i	5	-3	-9	.
O=C(Nc1ccc(F)c(Cl)c1)c1ccc2c(c1)OCO2	5	-5	36	1	-4	1.8	-3	0	-17	0.0
CN1CC2(C)CN(C(c3ccccc3)c3ccccc3)CC(C)(C1)C2O (configuration not stated)	-3	-8	18	-12	-3	i	5	0	4	.
O=C(NCc1ccc(F)cc1)C1CCC(CNS(=O)(=O)c2ccccc2)CC1 (configuration not stated)	0	-15	13	2	0	i	0	6	0	-0.6
CS(=O)(=O)N1CCN(c2ccc([N+](=O)[O-])c(NCc3cccnc3)c2)CC1	2	-12	17	-27	-2	0.0	8	7	-7	2.7
Cc1cccc(NC(=O)CSCC(=O)Nc2ccccc2C(=O)N2CCCCC2)c1	-4	.	.	2	.	0.7	.	15	-7	1.0
O=S(=O)(c1cccnc1)N1CCn2cccc2C1c1ccccc1F (configuration not stated)	2	10	.	-5	.	i	-2	-8	-7	0.8

# Looked up by structure from above:
molecule	MazF activator	PriA SSB inh	DUSP3 inh	PrPC surface inh	SARS 3CLpro inh	BH1578 lux ind	Rv3671c inh	Y pestis TopoI	CCHFV vOTU inh	TcdB GH inh
OCCNc1nc2ccccc2n1-c1ncnc2sc3c(c12)CCC3	11	9	15	2	-3	-0.9	.	6	6	.
CCN(CC)c1ccc(C2C(C(=O)Nc3ccccn3)=C(C)NC3=C2C(=O)CC(C)(C)C3)cc1 (configuration not stated)	-13	7	8	-3	-5	i	5	-3	-9	.
CS(=O)(=O)N1CCN(c2ccc([N+](=O)[O-])c(NCc3cccnc3)c2)CC1	2	-12	17	-27	-2	0.0	8	7	-7	2.7
CN1CC2(C)CN(C(c3ccccc3)c3ccccc3)CC(C)(C1)C2O (configuration not stated)	-3	-8	18	-12	-3	i	5	0	4	.
